Source: PubChem BioAssay
SV40 large T antigen = SV40 large T antigen inhibitors, biochemical (AID 1903) | inhibition, % at 20 µM, or IC50 in µM where a hit was titrated | 0.39% of 310,000 active | SV40 large T antigen ATPase/helicase inhibition assay; higher % means a stronger effect; in the data active means a potency from the dose series; inconclusive means inhibition mostly from about 32% at the one dose, without a potency; inactive means the rest, 99 in 100 with inhibition below about 32%; further: strong numbers were not always called active
NS5 inhibitors = Dengue-2 NS5 methyltransferase inhibitors, primary screen, biochemical, confirmation dose response (AID 588689); Genome polyprotein (Dengue virus type 2 (strain 16681-PDK53)); Dengue-2 NS5 methyltransferase capping enzyme assay, biochemical; higher % means a stronger effect; inhibition, % at 25 µM; hits with a dose series show IC50 in µM; 0.3% of 340,000 active; in the data active means a potency from the dose series; inconclusive means inhibition above about 29% without an active follow-up result
HIV peptide binding = inhibitors of HIV fusion peptide binding, primary screen, biochemical, uHTS, fluorescence dequenching (AID 1986); 0.3% of 290,000 active; cell-free peptide binding, fluorescence dequenching, 30 min; higher % means a stronger effect; inhibition, % at 20 µM; hits with a dose series show IC50 in µM; in the data active means inhibition mostly above about 52%, no sharp cut-off; inactive means mostly below about 76%; further: some results filed as inactive read as strong as hits
Siah-1 displacement = Siah-1 peptide-binding antagonists, primary screen, biochemical, fluorescence polarization, rhodamine-plectin, uHTS (AID 1817) | E3 ubiquitin-protein ligase SIAH1 (Homo sapiens) | Siah-1 / rhodamine-plectin peptide fluorescence polarization; higher % means a stronger effect | one-dose displacement, % at 20 µM; IC50 in µM for titrated hits | 0.02% of 290,000 active;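 active means displacement of at least 50% at 20 µM, with a fluorescence ratio check between 0.3 and a set limit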;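 further: plate controls were Siah plus tracer with DMSO for no effect and tracer alone without Siah for full effect; strong numbers were not always called active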
LYP inhibition = inhibitors of LYP phosphatase, biochemical, fluorescence intensity, uHTS (AID 1779); recombinant LYP phosphatase, fluorescence intensity; higher % means a stronger effect; one-dose inhibition, % at 11.5 µM; IC50 in µM for titrated hits; 0.054% of 290,000 active; in the data active means inhibition above about 50%;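 further: plate controls were vehicle with enzyme for no effect and no enzyme for full effect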
MgcRacGAP inhibition = MgcRacGAP GTPase-activating activity inhibitors, confirmation, biochemical, ADP Hunter fluorescence; Rac GTPase-activating protein 1 (Homo sapiens); MgcRacGAP-stimulated Rac1 GTP hydrolysis, ADP Hunter fluorescence; higher % means a stronger effect; GST-tagged Rac1 F28L mutant substrate; one-dose inhibition, % at 30 µM; IC50 in µM for titrated hits; 0.6% of 340,000 active;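 active means first-screen hits whose inhibition reached a set limit at any dose in the follow-up dose series; inconclusive means inhibition above the set first-screen limit but never retested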;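 further: fluorescence reports GDP produced by GAP-driven GTP hydrolysis; strong numbers were not always called active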
AID2073 = inhibitors of Mint1-CaV2.2 protein interaction, biochemical, HTRF (AID 2073) | Voltage-dependent N-type calcium channel subunit alpha-1B (Homo sapiens) | HTRF protein-protein interaction, Mint1-CaV2.2; higher % means a stronger effect | inhibition, % at 20 µM; hits with a dose series show IC50 in µM | 0.19% of 290,000 active; in the data active means inhibition mostly above about 51%, no sharp cut-off; inconclusive means no clear call, values can overlap the other calls; inactive means mostly below about 53%; further: some results filed as inactive read as strong as hits
XIAP antagonists = XIAP antagonists, biochemical, IAP family, fluorescence polarization (AID 1018); E3 ubiquitin-protein ligase XIAP (Homo sapiens); XIAP BIR domain, fluorescence polarization peptide displacement; higher % means a stronger effect; displacement, % at 20 µM; hits with a dose series show IC50 in µM; 0.007% of 200,000 active; in the data active means displacement above about 50%; further: a part of the inactive calls stands beside numbers as strong as those of hits
RSV antiviral HEp-2 = RSV antiviral activity via CPE protection, HEp-2 cells, primary 10 µM value included (AID 2391); 0.13% of 310,000 active; CPE inhibition, % at 10 µM, or IC50 in µM where a hit was titrated; HEp-2 cells, RSV-induced CPE inhibition; higher % means a stronger effect; in the data active means a potency from the dose series; inconclusive means CPE inhibition mostly from about 23% at the one dose, without a potency; inactive means the rest, 99 in 100 with CPE inhibition below about 21%; further: strong numbers were not always called active
The depositor's hits bear a star; u = inconclusive; x = no result given.

SMILES	SV40 large T antigen	NS5 inhibitors	HIV peptide binding	Siah-1 displacement	LYP inhibition	MgcRacGAP inhibition	AID2073	XIAP antagonists	RSV antiviral HEp-2
COc1ccc(C(=O)NCC(=O)OCC(=O)c2ccc3c(c2)NC(=O)CO3)cc1	10%	-8%	-1.5%	1%	-11%	1%	-9%	-12%	1.2%
O=C(Nc1ccc2oc(=O)ccc2c1)c1cccnc1	19%	1%	-0.8%	5%	-2%	10%	-2%	-7.9%	1.4%
Cc1ccc(OCCn2c(NC(=O)c3ccco3)nc3ccccc32)cc1	-1%	-2%	-4.3%	5%	9%	11%	-3%	-5.0%	-1.1%
CCn1c(CC(=O)Nc2ccccc2C)nnc1SCC(=O)NC1=NCCS1	5%	-4%	-1.7%	-2%	-5%	1%	8%	x	0.5%
O=C(CCCN1C(=O)c2ccccc2C1=O)NC1CCCCCC1	7%	-3%	-0.9%	1%	-6%	12%	19%	-3.0%	1.4%
O=C(C1CCCN(S(=O)(=O)c2ccc(Br)cc2)C1)N1CCN(Cc2ccccc2)CC1 (configuration not stated)	8%	-4%	-0.3%	-4%	-8%	3%	-8%	x	9.6%
O=C(CSCc1ccccc1)N1CCN(S(=O)(=O)c2cccc(F)c2)CC1	-1%	-4%	x	x	x	2%	x	x	0.9%
O=C(NCCN1CCNC1=O)C1CCC(=O)N(Cc2ccccc2F)C1 (configuration not stated)	10%	-5%	-1.0%	-3%	-10%	10%	1%	x	1.4%
c1ccc(CSc2nnc3ccc(-c4ccncc4)nn23)nc1	13%	-9%	1.3%	0%	-6%	8%	25%	-1.9%	0.4%
COc1ccc(Br)cc1C(=O)Nc1ccccc1N1CCCC1	16%	5%	x	x	x	13%	x	x	u
Cc1ccc(O)c(NC(=O)c2ccc3c(c2)C(=O)N(Cc2ccco2)C3=O)c1	-1%	-2%	-1.3%	-2%	-8%	1%	60%	x	0.6%
COCCn1c(SCC(=O)Nc2ccc(S(N)(=O)=O)cc2)nc2ccccc21	12%	-1%	-1.0%	2%	0%	9%	-16%	-1.6%	2.4%
CCC(CC)N=C1NS(=O)(=O)c2cc([N+](=O)[O-])ccc21	4%	-4%	-1.4%	-8%	-7%	-6%	5%	2.8%	0.2%
O=C(COC(=O)c1cc(Br)ccc1O)NCC1CCCO1 (configuration not stated)	7%	-4%	x	x	x	3%	x	x	-1.4%
Cc1ccc2c(c1)C(=O)C(=O)N2CCCOc1ccccc1C	9%	>100µM*	-1.8%	7%	7%	2%	6%	-2.0%	1.2%
COC(=O)Cc1csc(Nc2c(C)n(C)n(-c3ccccc3)c2=O)n1	5%	-11%	-2.2%	-1%	-1%	6%	-2%	-6.0%	1.6%
CCSc1nc2ccccc2n1CCOc1ccccc1	4%	6%	1.7%	5%	-1%	10%	-11%	-5.3%	12%
COc1cc(-c2c(C#N)c(N)nc(SCc3ccncc3)c2C#N)cc(OC)c1OC	24%	-8%	-2.2%	5%	-6%	3%	0%	-10%	-0.6%
CCOc1ccccc1N1CCN(CC(O)COCc2cccs2)CC1 (configuration not stated)	21%	-2%	-0.6%	3%	-11%	6%	-4%	x	0.2%
Clc1ccc(-c2nc(-c3ccncc3)no2)c(Cl)c1	-1%	-9%	x	x	x	-8%	x	x	-1.7%

Given bar-delimited: entries from further up
Compound | SV40 large T antigen | NS5 inhibitors | HIV peptide binding | Siah-1 displacement | LYP inhibition | MgcRacGAP inhibition | AID2073 | XIAP antagonists | RSV antiviral HEp-2
COc1ccc(C(=O)NCC(=O)OCC(=O)c2ccc3c(c2)NC(=O)CO3)cc1 | 10% | -8% | -1.5% | 1% | -11% | 1% | -9% | -12% | 1.2%
O=C(Nc1ccc2oc(=O)ccc2c1)c1cccnc1 | 19% | 1% | -0.8% | 5% | -2% | 10% | -2% | -7.9% | 1.4%
Cc1ccc(OCCn2c(NC(=O)c3ccco3)nc3ccccc32)cc1 | -1% | -2% | -4.3% | 5% | 9% | 11% | -3% | -5.0% | -1.1%
CCn1c(CC(=O)Nc2ccccc2C)nnc1SCC(=O)NC1=NCCS1 | 5% | -4% | -1.7% | -2% | -5% | 1% | 8% | x | 0.5%
O=C(CCCN1C(=O)c2ccccc2C1=O)NC1CCCCCC1 | 7% | -3% | -0.9% | 1% | -6% | 12% | 19% | -3.0% | 1.4%
O=C(C1CCCN(S(=O)(=O)c2ccc(Br)cc2)C1)N1CCN(Cc2ccccc2)CC1 (configuration not stated) | 8% | -4% | -0.3% | -4% | -8% | 3% | -8% | x | 9.6%
O=C(CSCc1ccccc1)N1CCN(S(=O)(=O)c2cccc(F)c2)CC1 | -1% | -4% | x | x | x | 2% | x | x | 0.9%
O=C(NCCN1CCNC1=O)C1CCC(=O)N(Cc2ccccc2F)C1 (configuration not stated) | 10% | -5% | -1.0% | -3% | -10% | 10% | 1% | x | 1.4%
c1ccc(CSc2nnc3ccc(-c4ccncc4)nn23)nc1 | 13% | -9% | 1.3% | 0% | -6% | 8% | 25% | -1.9% | 0.4%
COc1ccc(Br)cc1C(=O)Nc1ccccc1N1CCCC1 | 16% | 5% | x | x | x | 13% | x | x | u

Other results follow:
SMILES	SV40 large T antigen	NS5 inhibitors	HIV peptide binding	Siah-1 displacement	LYP inhibition	MgcRacGAP inhibition	AID2073	XIAP antagonists	RSV antiviral HEp-2
Cc1ccc(CNC(=O)c2ccc(N(C)C)cc2)cc1	3%	22%	-0.1%	8%	-8%	-10%	6%	0.1%	2.5%
Cc1cc(N2CCCC2=O)ccc1S(=O)(=O)N1CCOCC1	-1%	x	-0.8%	0%	-4%	3%	u	-5.4%	0.6%
COc1cccc(-c2c(C(=O)N/N=C(\C)c3ccco3)nnn2-c2nonc2N)c1	15%	-1%	-0.7%	-2%	-2%	3%	2%	x	-1.0%
COc1ccccc1Nc1nc(Cl)c(C=O)s1	4%	-29%	8.8%	-3%	-2%	6%	-2%	-6.3%	1.1%
COc1ccc([C@@H]2[C@@H]3C(=O)N(C(C)(C)C)C(=O)[C@@H]3[C@]3(Cc4ccccc4)C(=O)N(c4ccccc4)C(=O)N23)cc1	10%	-4%	x	x	x	8%	x	x	2.0%
CCOC(=O)C1C(=O)NC(N2CCOCC2)=NC1C(C)C (configuration not stated)	4%	1%	-2.6%	2%	-3%	-10%	9%	-4.1%	1.2%
CCN(CC)C(=O)c1ccc(S(=O)(=O)c2ccccc2)cc1	5%	-1%	0.6%	-10%	-8%	8%	7%	x	3.5%
COc1ccc2c(c1)c1ncn(CCc3ccccc3)c(=O)c1n2C	2%	-4%	0.8%	4%	-11%	13%	3%	-5.7%	0.8%
CCOC(=O)c1c(-c2ccc(C)s2)csc1NC(=O)c1cccs1	6%	1%	4.4%	2%	-7%	5%	32%	-5.5%	-0.5%
C1CNC(C23CC4CC(CC(C4)C2)C3)=N1	-10%	-1%	1.0%	2%	-8%	6%	3%	-5.5%	2.8%
CCCCc1nc2cc(C(=O)N3CCN(c4cnccn4)CC3)ccc2o1	2%	-4%	1.3%	3%	-5%	8%	9%	x	3.5%
O=S(=O)(NC1=NCCCCCC1)c1cccs1	19%	-3%	3.1%	2%	-1%	1%	8%	-1.5%	1.0%
COc1c(O)ccc(/C=N\NC(=O)c2ccc3c(c2)OCO3)c1[N+](=O)[O-]	26%	13%	-1.9%	1%	-7%	18%	-3%	x	2.0%
CC(C)CCNC(=O)NC(=O)COC(=O)/C=C/c1cc(Br)ccc1F	12%	5%	-0.9%	-5%	-8%	5%	-8%	-7.5%	-1.2%
Cc1ccc2c(Cl)c(C(=O)NCC(c3ccco3)N3CCCC3)sc2c1 (configuration not stated)	8%	1%	-0.7%	0%	-9%	9%	3%	x	1.4%
O=C(O)CNC(=O)CC1S/C(=N/N=C2\CSC(=O)N2)NC1=O (configuration not stated)	19%	-4%	5.3%	-6%	-3%	11%	-9%	-2.1%	2.0%
CCOC(=O)c1[nH]c2ccc(OC)cc2c1NS(=O)(=O)c1ccc(Cl)s1	23%	-8%	1.1%	-2%	2%	11%	12%	-0.5%	5.2%
COc1ccccc1Nc1nc2ccc(C)cc2n2cnnc12	21%	-4%	2.4%	1%	-9%	4%	20%	x	1.6%
CCOc1cc(NC(=O)Nc2ccccc2)c(OCC)cc1NC(=O)CC	-6%	x	-0.8%	1%	-6%	8%	4%	x	0.2%
COc1ccc(NC(=O)C2CCCN(S(=O)(=O)c3cccnc3)C2)cc1OC (configuration not stated)	11%	1%	-1.1%	6%	-3%	8%	6%	x	-0.4%
Cc1ccc(S(=O)(=O)c2cc(N3CCOCC3)nc(-c3ccccc3)n2)cc1	11%	0%	0.9%	2%	3%	11%	4%	-6.8%	1.5%
COc1cc(OC)cc(C(=O)NCc2n[nH]c(=S)n2-c2ccccc2OC)c1	18%	-10%	1.7%	-1%	-5%	4%	9%	-8.2%	1.1%
CCN(CC)c1ccc(/C=N/NC(=S)NCc2ccccc2)c(O)c1	-1%	2%	0.9%	-7%	2%	13%	-5%	-14%	1.5%
Cc1ccc(-n2nnnc2SCC(=O)Nc2cccnc2Cl)cc1	21%	1%	3.0%	9%	-1%	6%	5%	63%	1.3%
O=C(COC(=O)Cc1ccc(F)cc1)NCc1ccco1	10%	-4%	2.3%	4%	-1%	5%	22%	-3.4%	1.4%
CC(=O)c1ccc(CC2SC(N)=NC2=O)cc1 (configuration not stated)	-9%	-9%	-0.5%	-1%	-7%	6%	7%	x	-1.9%
Cc1ccccc1OCCC(=O)N(CC(=O)Nc1ccccc1C(F)(F)F)Cc1ccco1	12%	-10%	x	x	x	5%	x	x	0.8%
COc1ccc(C)cc1NC(=O)c1cc2c(s1)CCC2	4%	0%	2.5%	7%	-4%	17%	-4%	-7.1%	7.7%
COc1ccc(NC(=O)c2ccc(-n3c(C)ccc3C)cc2)c(OC)c1	7%	-4%	-0.7%	10%	1%	-2%	-4%	-21%	3.7%
N#Cc1c(-c2ccco2)ccn(Cc2cccc(F)c2)c1=O	7%	-2%	19%	5%	-5%	7%	u	-9.1%	5.7%
O=c1[nH]c(-c2ccc(F)cc2)nc2c1sc(=S)n2-c1ccccc1	0%	x	14%	20µM*	41%	5%	4%	-7.6%	10%
CC(=O)Nc1cccc(Cn2cccn2)c1	2%	x	1.2%	-1%	-10%	x	-2%	-6.5%	x
COc1cc(N2CN=c3s/c(=C\c4ccccn4)c(=O)n3C2)cc(OC)c1OC	26%	-4%	-1.8%	3%	-4%	9%	-18%	-2.8%	2.7%

An excerpt from above, reduced to XIAP antagonists and HIV peptide binding:
compound	XIAP antagonists	HIV peptide binding
COc1ccc(NC(=O)c2ccc(-n3c(C)ccc3C)cc2)c(OC)c1	-21%	-0.7%
N#Cc1c(-c2ccco2)ccn(Cc2cccc(F)c2)c1=O	-9.1%	19%
